# POLH inh = qHTS for Inhibitors of Polymerase Eta. DNA polymerase eta (Homo sapiens), Q9Y253. 390,000 tested, 1.2% active. Potency, µM (doses to about 114 µM), for inactives: top-dose activity change, negative = inhibition, most hits filed as inhibitors. recombinant Pol eta, fluorescent DNA replication assay; also: % is scaled to controls: 0 for no effect and ±100 for the full control effect
#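 Fluorescent replication assay: 50 nM final substrate added after a 15 min room-temperature compound preincubation with 10 nM enzyme. Signal taken at 0 min and again at 10 min.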
# Pol kappa inh = qHTS for Inhibitors of Polymerase Kappa; DNA polymerase kappa (Homo sapiens), Q9UBT6; purified Pol kappa, fluorescent DNA synthesis assay, 10 min; Potency, µM (titrated, usually from 107 µM), without a hit: at the top dose activity, negative = inhibition, usual class: inhibitors; 400,000 tested, 0.53% active; AID 588579, 2011; also: % is scaled to controls: 0 for no effect and ±100 for the full control effect
#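 Pol kappa 10 nM + cpd, 15 min RT; start w/ substrate 50 nM final; fluorescence kinetic read, 0 and 10 min. Neg ctrl: buffer, no enzyme.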
# APEX1 inh = qHTS Assay for Inhibitors of the Human Apurinic/apyrimidinic Endonuclease 1 (APE1); DNA repair nuclease/redox regulator APEX1 (Homo sapiens), P27695; recombinant APE1, TAMRA/BHQ-2 abasic DNA cleavage fluorescence; Potency, µM (series often up to 65.8 µM), inactives show top-dose activity change, negative = inhibition, usual class: inhibitors; 350,000 tested, 0.35% active; AID 2517, 2012;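 also: plate controls were vehicle for no effect and reference inhibitor for full effect; nearly all actives have a fitted effect of over 55% in size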
#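 0.75 nM APE1 + cpd, 15 min RT; start w/ 50 nM TAMRA/BHQ-2 THF-abasic dsDNA; kinetic fluor 525/598 nm ×3 reads @60 s; Δ(read3−read1); normalized to DMSO and NSC13755 control wells.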
# POLI inh = qHTS for Inhibitors of Polymerase Iota | DNA polymerase iota (Homo sapiens), Q9UNA4 | Pol iota fluorescent replication assay, 10 min | Potency, µM (series often up to 115 µM), for inactives: at the top dose activity, negative = inhibition, hits mostly inhibitors | 390,000 tested, 1% active | AID 588590, 2011
#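 Fluorescent replication assay read twice, at 0 min and 10 min after adding 50 nM (final) substrate. Enzyme (10 nM) and compounds were first incubated 15 min at room temperature; enzyme-free buffer wells were negative controls.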
# Anesthetic bind = qHTS Assay for Identification of Novel General Anesthetics | apoferritin/1-aminoanthracene competitive binding, fluorescence | Potency, µM (doses to about 77.5 µM), for inactives: at the top dose activity change, negative = displacement, most hits filed as inhibitors | 350,000 tested, 0.074% active | AID 485281, 2010; also: % is scaled to controls: 0 for no effect and ±100 for the full control effect; nearly all actives have a fitted effect of over 20% in size
#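 Horse-spleen apoferritin (10 uM) in 50% saturated 1-aminoanthracene in PBS was incubated 10 min at room temperature with compound. Fluorescence (ex 380, em 535 nm) was normalized to free and bound 1-AMA, with concentration-response fitted by a four-parameter Hill equation.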
# BAZ2B inh = qHTS Assay for Inhibitors of BAZ2B; 360,000 tested, 4.4% active; AID 504333, 2011; Potency, µM (series often up to 114 µM), for inactives: top-dose activity change, negative = inhibition, most hits filed as inhibitors; AlphaScreen BAZ2B-H3K14Ac peptide displacement; also: % is scaled to controls: 0 for no effect and ±100 for the full control effect; nearly all actives have a fitted effect of over 60% in size
# Target sequence (Q9UIF8 whole entry, looked up): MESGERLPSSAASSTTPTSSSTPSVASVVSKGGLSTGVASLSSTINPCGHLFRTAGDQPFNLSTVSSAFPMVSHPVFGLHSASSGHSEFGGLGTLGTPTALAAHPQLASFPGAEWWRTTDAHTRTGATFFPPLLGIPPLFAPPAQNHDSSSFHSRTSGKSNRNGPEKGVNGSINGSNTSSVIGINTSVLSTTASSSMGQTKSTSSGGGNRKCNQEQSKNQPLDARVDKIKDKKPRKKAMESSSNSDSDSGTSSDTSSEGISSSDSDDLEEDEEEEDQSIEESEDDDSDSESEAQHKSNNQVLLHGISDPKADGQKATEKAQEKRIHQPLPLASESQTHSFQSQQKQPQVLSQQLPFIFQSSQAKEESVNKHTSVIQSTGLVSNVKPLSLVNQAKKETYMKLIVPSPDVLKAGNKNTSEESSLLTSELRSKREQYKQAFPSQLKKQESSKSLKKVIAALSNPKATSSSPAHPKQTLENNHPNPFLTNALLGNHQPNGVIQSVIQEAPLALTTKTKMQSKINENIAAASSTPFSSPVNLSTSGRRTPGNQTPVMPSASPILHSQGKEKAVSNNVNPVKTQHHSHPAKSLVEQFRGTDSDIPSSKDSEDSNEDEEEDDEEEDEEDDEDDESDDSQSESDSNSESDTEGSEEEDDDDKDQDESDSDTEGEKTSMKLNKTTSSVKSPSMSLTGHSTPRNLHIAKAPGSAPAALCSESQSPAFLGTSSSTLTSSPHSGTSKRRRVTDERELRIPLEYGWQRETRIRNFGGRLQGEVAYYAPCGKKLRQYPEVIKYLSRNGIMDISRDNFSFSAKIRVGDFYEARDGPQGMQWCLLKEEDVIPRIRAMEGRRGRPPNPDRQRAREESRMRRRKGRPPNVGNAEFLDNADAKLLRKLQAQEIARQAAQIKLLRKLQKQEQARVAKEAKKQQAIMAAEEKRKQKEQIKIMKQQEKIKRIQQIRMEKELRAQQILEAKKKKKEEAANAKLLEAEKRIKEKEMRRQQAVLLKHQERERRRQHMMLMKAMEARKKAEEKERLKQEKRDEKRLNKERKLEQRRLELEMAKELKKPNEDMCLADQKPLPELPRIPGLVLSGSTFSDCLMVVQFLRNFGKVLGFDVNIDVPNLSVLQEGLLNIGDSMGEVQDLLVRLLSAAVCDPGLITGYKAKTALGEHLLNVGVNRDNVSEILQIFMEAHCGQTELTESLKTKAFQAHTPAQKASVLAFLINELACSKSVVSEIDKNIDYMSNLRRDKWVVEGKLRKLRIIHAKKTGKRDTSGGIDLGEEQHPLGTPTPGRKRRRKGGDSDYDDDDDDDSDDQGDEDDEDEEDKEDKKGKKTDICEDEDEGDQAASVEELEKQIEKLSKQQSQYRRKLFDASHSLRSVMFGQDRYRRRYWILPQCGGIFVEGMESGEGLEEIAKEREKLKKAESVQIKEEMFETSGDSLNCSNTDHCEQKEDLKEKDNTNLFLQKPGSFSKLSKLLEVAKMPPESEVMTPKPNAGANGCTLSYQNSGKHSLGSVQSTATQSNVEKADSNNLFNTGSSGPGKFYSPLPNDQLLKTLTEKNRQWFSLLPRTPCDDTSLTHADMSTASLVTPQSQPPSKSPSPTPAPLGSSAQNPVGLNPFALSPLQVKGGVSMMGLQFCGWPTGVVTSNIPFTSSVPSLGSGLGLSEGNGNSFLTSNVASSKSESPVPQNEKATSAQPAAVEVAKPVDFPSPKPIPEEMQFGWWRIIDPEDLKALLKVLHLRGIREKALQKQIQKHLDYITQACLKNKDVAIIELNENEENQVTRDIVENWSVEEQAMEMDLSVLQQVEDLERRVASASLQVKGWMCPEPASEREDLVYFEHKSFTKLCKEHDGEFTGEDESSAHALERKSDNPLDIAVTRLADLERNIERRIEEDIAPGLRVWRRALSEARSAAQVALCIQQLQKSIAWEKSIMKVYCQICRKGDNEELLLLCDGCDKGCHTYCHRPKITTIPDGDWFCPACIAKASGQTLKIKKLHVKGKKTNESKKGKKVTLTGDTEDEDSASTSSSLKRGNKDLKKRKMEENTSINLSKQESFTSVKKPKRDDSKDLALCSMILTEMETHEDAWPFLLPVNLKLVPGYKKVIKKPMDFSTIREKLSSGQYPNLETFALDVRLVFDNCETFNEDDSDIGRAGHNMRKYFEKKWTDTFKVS
#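 Multi-concentration screen (max 110 uM) measuring displacement of acetylated histone H3 peptide from BAZ2B by AlphaScreen, using 50 nM protein, 50 nM peptide and 10 ug/mL streptavidin donor plus Ni-chelate acceptor beads.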
# G9a inh = qHTS Assay for Inhibitors of Histone Lysine Methyltransferase G9a; G9a H3K9 monomethylation, AlphaScreen, 2 h; Potency, µM (titrated, usually from 102 µM), for the others: at the highest dose activity, negative = inhibition, usual class: inhibitors; 350,000 tested, 8.8% active; also: % is scaled to controls: 0 for no effect and ±100 for the full control effect; nearly all actives have a fitted effect of over 75% in size
#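 Methyltransferase reactions run at room temperature for 2 h (20 nM enzyme, 500 nM biotin-H3K9 peptide, 20 uM SAM) after a 15 min compound preincubation; product detected by AlphaScreen beads and anti-H3K9me1 antibody.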
# BLM helicase inh = qHTS Assay for Inhibitors of Bloom's syndrome helicase (BLM). RecQ-like DNA helicase BLM (Homo sapiens), P54132. recombinant BLM DNA unwinding, fluorescence dequenching. Potency, µM (series often up to 56.1 µM), inactives show top-dose activity change, negative = inhibition, usual class: inhibitors. 350,000 tested, 0.2% active. AID 2528, 2010;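 also: plate controls were vehicle for no effect and no enzyme for full effect; nearly all actives have a fitted effect of over 35% in size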
# POLB inh = qHTS Assay for Inhibitors of DNA Polymerase Beta; Pol beta primer extension/strand displacement, fluorescence kinetic; Potency, µM (titrated, usually from 114 µM), without a hit: at the highest dose activity change, negative = inhibition, hits mostly inhibitors; P06746; 340,000 tested, 1.3% active; AID 485314, 2010; also: % is scaled to controls: 0 for no effect and ±100 for the full control effect
#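 Kinetic readout of DNA synthesis with strand displacement by Pol beta. Compound and 10 nM enzyme sit 15 min at room temperature; 50 nM substrate starts the reaction, read immediately and at 10 min.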
# Starred values were filed as active, the others as inactive; ? = inconclusive; nt = not tested or not shown; & = joins results of further samples; [ ] = dose if it differs, or a comment. Calls follow the shape of the dose curve; as a rule, active = well fitted curve in the direction sought with a large enough effect; inconclusive = small, poorly fitted or top-dose-only effect, or another doubt; inactive = no such curve, though single readings can be large; an effect the other way counts as inactive or inconclusive. Potency is read from the fitted curve at half-maximal effect.
SMILES,POLH inh,Pol kappa inh,APEX1 inh,POLI inh,Anesthetic bind,BAZ2B inh,G9a inh,BLM helicase inh,POLB inh
Cc1ccccc1OCC1Cc2c(nc(N)c(C#N)c2N)O1 (stereo unspecified),-9%,9%,11%,0%,-9%,6%,1%,-5%,0%
CN(CC(=O)Nc1ccc(F)c(F)c1F)C(=O)/C=C/c1ccc(Cl)cc1,-7%,-8%,8%,0%,5%,3%,7%,-3%,4%[57.1 µM]
CCOC(=O)c1cc(C)sc1NC(=O)C1CCC1,-15%,-10%,-2%,-10%[58.9 µM],-13%,13%,3%,-3%,-1%
Cc1ccc(NC(=S)NC2CC3CCCC(C2)N3Cc2cccs2)cc1 (stereo unspecified),6%,-10%,-1%,18%,?,-34%,-33%[59 µM],-2%,1%
CCCCn1c(=O)[nH]c(=O)c2c1nc(-c1cccc(OC)c1)n2C,-24%,-3%,-2%,?,6%,-17%,-7%,-7%,-17%
N#C/C(C(=O)N1CCCC1)=C1/N=C(N)c2ccccc21,-11%,-6%,11%,7%,-6%,-1%,21%[59 µM],4%,11%
C/C(CC(C)(C)c1ccccc1)=N\NS(=O)(=O)c1ccccc1,-3%,-10%,2%,68%[activator],-8%,-22%,25µM*,-1%,11%
CCOc1ccc(CCNC(=O)COC(=O)c2ccc(S(=O)(=O)N3CCCC3)cc2)cc1OCC,-13%,-3%,30%,18%,nt,-12%,?,nt,nt
COC(=O)c1sccc1NC(=S)NCc1ccc(Cl)cc1,-6%,4%,-1%,32%[activator],-6%,4%,nt,-6%,17%
COC(=O)c1ccc(CNC(=O)COC(=O)C2CCC(C(C)(C)C)CC2)cc1 (stereo unspecified),-20%,-4%,-1%,36%[activator],2%,8%,-10%[59 µM],-4%,16%
O=C(CCn1cnnn1)Nc1ccccc1F,-9%,-6%,-4%,96%[activator],-8%,-3%,13%,-5%,2%
Cc1ccc(S(=O)(=O)NCC2CCC(C(=O)O)CC2)cc1 (stereo unspecified),-7%,1%,14%,6%,-2%,-29%,?,1%,1%
CC(C)Cn1c(N)c(C(=O)COC(=O)c2ccccc2F)c(=O)n(C)c1=O,-11%,0%,?,1%,?,-7%,7%,-3%,-19%
CNc1oc(-c2ccccc2F)nc1S(=O)(=O)c1ccc(C)cc1,-7%,-11%,5%,8%,-7%,3%,nt,-2%,0%
CCOc1ccc(C(=O)C(C)OC(=O)Cn2c(C)csc2=O)cc1 (stereo unspecified),-11%,5%,44%,13%,nt,-17%,-42%,nt,nt
Cc1ccc(C#CC[N+]2(CC#Cc3ccc(C)cc3)CCCCC2)cc1,1%,4%[60.1 µM],0%,13%,-2%,4%,89µM*,4%,7%
COc1cc(-c2noc(-c3cccc(Cl)c3)n2)cc(OC)c1OC,9%,-2%,0%,24%,2%,33%[activator],27%[59 µM],-5%,22%
COC(=O)[C@H](C)[C@H]1C[C@]1(C)[C@H](NC(=O)OCc1ccccc1)c1ccccc1,-26%,1%,?,24%,-1%&6%,-29%,29%,-14%&-11%,3%
O=C(c1cccs1)N(Cc1ccccn1)Cc1ccco1,5%,-9%,1%,21%,-6%,?,?,-2%,-1%
C#CCOc1ccc(C2CC(=O)Nc3c2c(C)nn3-c2nc(C)cc(C)n2)cc1 (stereo unspecified),?,-20%,nt,?,-7%,-38%,1%[59 µM],-5%,?
O=C(COc1ccc2c3c(c(=O)oc2c1)CCC3)N[C@@H](Cc1ccccc1)C(=O)O,-15%,1%,14%,25%,-6%,4%,-5%[12.7 µM],0%,-2%
CCOC(=O)Cc1csc(NS(=O)(=O)c2ccc(SC)cc2)n1,8%,-17%,14%,90%[activator],1%,-15%,nt,0%,20%
COc1ccc(CC(=O)N[C@@H](CCSC)C(=O)N2CCC3(CC2)NCCc2[nH]cnc23)cc1,-2%,6%,47%[activator],26%,-6%,-22%,?,-2%,34%
CCn1nc(C(=O)OCC(=O)c2ccc(F)cc2)c2ccccc2c1=O,-8%,-10%,24%,12%,-17%,-22%,40%[activator][59 µM],-3%,19%
Cc1ccc(S(=O)(=O)NNC(=O)c2ccc(O)cc2)cc1,-11%,-10%,1%,14%,-10%,-18%,?,0%,25%
Cc1ccc(NC(=O)CSc2nnnn2C2CC2)cc1S(=O)(=O)N1CCOCC1,10%,-3%,8%,27%,nt,13%,?,nt,nt
FC(F)(F)c1cccc(Cc2noc(CN3CCC(N4CCCCC4)CC3)n2)c1,-4%,-18%,4%,23%,-18%,-21%,?,-3%,0%
Clc1ccc2c(N/N=C/c3ccccc3Br)ccnc2c1,-1%,0%,3%,-12%,1%,-5%,27%[59 µM],-24%,22µM*
COc1ccccc1NC(=O)CSc1ccc2nnc(-c3ccncc3)n2n1,-23%,-9%,-3%,14%,-10%,8%,1%,6%,8%
Nn1c(SCC(=O)NCCC2=CCCCC2)nnc1-c1cccnc1,1%,-16%,-13%,23%,nt,4%,45µM*,nt,nt
Cc1ccc(S(=O)(=O)C2(S(=O)(=O)c3ccc(C)cc3)CC2)cc1,-10%,-7%,-2%,-3%[58.9 µM],0%,-1%,15%[59 µM],-3%,0%
COc1ccc(C(=O)Cn2cc([N+](=O)[O-])nc2C)cc1,-13%,5%,7%,14%,5%,-16%,-4%,-2%,0%
Cn1c(N)c(C(=O)N/N=C/c2ccccc2)sc1=S,1%,-12%,3%,41%[activator],8%,1%,nt,-1%,-2%
CCOC(=O)c1c2c3c(cccc3[nH]c1=O)C(=O)c1ccccc1-2,?,0%,-1%,41%[activator],-5%,-19%,56µM*,1%,0%
O=[N+]([O-])c1ccc(O)c(C=Nc2cccc3ncccc23)c1,8%,-23%,-8%,-2%,-23%,-26%,13%[59 µM],-8%,-6%
O=C(O)c1ccc(/C=C/c2nc3ccccc3c(=O)[nH]2)cc1,2%,-17%,49%,?,27%,-37%,-28%,-2%,1%
COc1ccc(Cc2nnc(SCc3nc4ccccc4c(=O)[nH]3)o2)cc1,-8%,0%,4%,13%,3%,4%,19%[59 µM],-3%,-6%
O=C(CNC(=O)c1ccccc1Cl)NCC(c1cccs1)N1CCOCC1 (stereo unspecified),-20%,-15%,7%,33%[activator],nt,-9%,-5%[0.501 µM],nt,nt
COc1ccccc1Oc1ccccc1[N+](=O)[O-],-11%,-9%,3%,-6%,-7%,4%,nt,1%,8%
Cc1ccc(CNCc2c(C(=O)O)c(C)n(Cc3ccc(C)cc3)c2C)cc1,-21%,-14%,nt,38%[activator],-9%,-31%,0%[59 µM],-1%,0%

# Complete entries as entered above. Order of values: POLH inh, Pol kappa inh, APEX1 inh, POLI inh, Anesthetic bind, BAZ2B inh, G9a inh, BLM helicase inh, POLB inh
# `COc1ccc(C(=O)Cn2cc([N+](=O)[O-])nc2C)cc1` as listed: -13%, 5%, 7%, 14%, 5%, -16%, -4%, -2%, 0%
# `Cn1c(N)c(C(=O)N/N=C/c2ccccc2)sc1=S` as listed: 1%, -12%, 3%, 41%[activator], 8%, 1%, nt, -1%, -2%
# `Nn1c(SCC(=O)NCCC2=CCCCC2)nnc1-c1cccnc1` as listed: 1%, -16%, -13%, 23%, nt, 4%, 45µM*, nt, nt
# `O=C(O)c1ccc(/C=C/c2nc3ccccc3c(=O)[nH]2)cc1` as listed: 2%, -17%, 49%, ?, 27%, -37%, -28%, -2%, 1%

# Other records follow:
SMILES,POLH inh,Pol kappa inh,APEX1 inh,POLI inh,Anesthetic bind,BAZ2B inh,G9a inh,BLM helicase inh,POLB inh
COc1ccc(C(=O)Nc2cc(Cl)ccc2OC(=O)c2ccc(OC)cc2)cc1,10%,-10%,1%,?,-6%,10%,nt,-7%,21%
N/C(=N\OC(=O)CCC1CCCC1)c1ccncc1,3%,-15%,3%,57%[activator],-21%,2%,24%,-7%,2%
Cc1ccc(SCc2noc(-c3c(C)noc3C)n2)cc1,-6%,-14%,5%,30%,-10%,53%[activator],62%[activator][59 µM],-7%,17%
COc1ccc(NC(=O)CN(C)C(=O)C2CC(=O)N(c3ccc4c(c3)OCCO4)C2)cc1 (stereo unspecified),2%,0%,1%,0%,nt,9%,4%[0.501 µM],nt,nt
C/C=C/C=C/C(=O)Nc1nccs1,?,-21%,3%,-8%,4%,-4%,-11%[59 µM],2%,-2%
COc1ccc(-c2nn(CCC#N)cc2C=C(C#N)C#N)cc1,8%,4%,3%,-12%,-9%,3%,11%,-4%,0%
Cc1nnc(NC(=O)c2csc3c2CCCC3)s1,nt,nt,-4%,nt,-15%,-5%,nt,-2%,52%
CCOc1ccc(N(CC)S(=O)(=O)c2c(C)[nH]c(=O)[nH]c2=O)cc1,-5%,-2%,18%,-2%,-3%,4%,22%,-3%,52%
Cc1nc(Cl)nc(N(C)c2ccccc2)c1[N+](=O)[O-],-5%,11%,-1%,34%[activator],-6%,-37%,-43%[59 µM],-3%,-29%
O=C(COC(=O)c1ccccc1Br)NC1CCCC1,0%,2%,38%[activator],16%,-6%,-14%,40µM*,-5%,24%
O=C(COC(=O)Cn1nc(-c2ccccc2)oc1=O)Nc1ccc(F)cc1,-11%,-21%,3%,6%,nt,-4%,-18%[59 µM],nt,nt
O=C(Nc1ccccc1C(=O)NCCN1CCOCC1)c1ccco1,-9%,-2%,-5%,16%,0%,-4%,50µM*,0%,4%
Cc1cccc(NC(=O)COC(=O)c2ccc(S(=O)(=O)N3CCCC3)cc2)c1,-16%,-11%,10%,-3%,nt,-3%,-33%,nt,nt
COc1ccc(NC(=O)CSCc2cc(=O)n3ccsc3n2)cc1,-8%,1%,41%[activator],29%,2%,-17%,17%,1%,10%

# Screening results from PubChem BioAssay.

# Some of the compounds tested; count on the stated rates, not on these rows.
